GRP78 ERSR act = qHTS for Inducers of the Endoplasmic Reticulum Stress Response (ERSR) in Human Glioma: qHTS | 420,000 tested, 0.02% active | Potency, µM, for the others: at the highest dose activation, actives largely listed as activators | U87-MG GRP78 promoter luciferase reporter, 16 h; further: potency means the concentration at half of the fitted maximal effect; series mostly up to about 76 µM; % of control where 0% means no effect; nearly all actives have a fitted effect of over 35% in size
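ERSR induction read as luciferase luminescence (Bright-Glo, 10 min at room temperature) in stably transfected human U87-MG glioma cells exposed to compounds for 16 h, using GRP78 as sensor.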
LDHA inh = qHTS assay for inhibitors of human lactate dehydrogenase | purified LDHA, NADH/diaphorase-resazurin fluorescence; active compounds read low | activity change, % (values are at about 110 or 230 µM) | 480,000 tested, 0.15% active | L-lactate dehydrogenase A chain (Homo sapiens), P00338 | AID 1347041, 2019; in the data active means activity change below about -30%; inconclusive means mostly about -25% to -30%;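 further: plate controls were DMSO wells for no effect and wells without enzyme for full effect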
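Resorufin fluorescence (ex540/em590), read at 0 and 20 min after diaphorase/resazurin addition, reports the NADH left after a 5 min room-temperature reaction of 2 nM human LDH5 with 0.06 mM NADH and 0.2 mM pyruvate.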
D1 PAM = Potentiators of Human D1 Dopamine Receptor: qHTS | HEK293 TREx D1 cells, calcium flux, dopamine EC20 potentiation | potentiation, % at 10 µM | D(1A) dopamine receptor (Homo sapiens), P21728 | 360,000 tested, 0.036% active; in the data active means potentiation above about 30%; further: 0% is about no effect
D1 ag = Allosteric Agonists of the Human D1 Dopamine Receptor: qHTS. D(1A) dopamine receptor (Homo sapiens), P21728. HEK293 T-REx D1 cells, calcium flux, agonist mode. activation, % at 2 µM. 360,000 tested, 1% active. AID 504660, 2011; in the data active means activation above about 30%; further: 0% is about no effect
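Inducible HEK293 T-REx D1 cells, force-coupled to calcium signalling, were plated at 4000 cells/well with tetracycline and held overnight at 30 C. After no-wash calcium dye loading, compound-evoked calcium rise over 180 s flagged agonists.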
RXFP1 ag = qHTS Assay for Agonists of the Relaxin Receptor RXFP1. AID 2676, 2010. Potency, µM (titrated, usually from 57.5 µM), inactives show at the top dose activation, usual class: activators. 370,000 tested, 0.3% active. HEK293T-RXFP1 cAMP TR-FRET, 30 min; response scale: percent of porcine relaxin response, buffer zero. Relaxin receptor 1 (Homo sapiens), Q9HBX9; further: potency means the concentration at half of the fitted maximal effect; on the % scale 0 is the no-effect control and ±100 the full control effect; nearly all actives have a fitted effect of over 60% in size; many of its hits are not listed in these tables
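Agonist response is measured as cAMP accumulation in an RXFP1-transfected HEK293T line under PDE4 inhibition. Values are scaled between buffer-only and 29 nM porcine relaxin, and EC50s come from standard Hill equation fits.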
D1 antagonist = Antagonist of Human D 1 Dopamine Receptor: qHTS. D(1A) dopamine receptor (Homo sapiens), P21728. HEK293 TREx D1 cells, calcium flux, dopamine EC80; active compounds read low. activity change, negative = inhibition, % at 10 µM. 360,000 tested, 3.2% active; in the data active means activity change below about -30%; further: on the % scale 0 is the no-effect control and ±100 the full control effect
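Antagonism measured as reduced calcium response to an EC80 dopamine addition following 180 s compound pre-read; cells were inducible HEK293 Trex D1 plated overnight at 30 C, read kinetically at 1 cycle/sec.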
D2 PAM = HTS Assay for Positive Allosteric Modulators of the Human D2 Dopamine Receptor: Primary Screen for Potentiators; 340,000 tested, 0.34% active; HEK293 T-REx D2, calcium flux, EC20 dopamine potentiation; potentiation, % at 10 µM; AID 485347, 2010; D(2) dopamine receptor (Homo sapiens), P14416;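 active means potentiation over 3 SD above the plate norm, cut at about 30% in these data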; further: 0% is about no effect
Target sequence (P14416 whole entry, looked up): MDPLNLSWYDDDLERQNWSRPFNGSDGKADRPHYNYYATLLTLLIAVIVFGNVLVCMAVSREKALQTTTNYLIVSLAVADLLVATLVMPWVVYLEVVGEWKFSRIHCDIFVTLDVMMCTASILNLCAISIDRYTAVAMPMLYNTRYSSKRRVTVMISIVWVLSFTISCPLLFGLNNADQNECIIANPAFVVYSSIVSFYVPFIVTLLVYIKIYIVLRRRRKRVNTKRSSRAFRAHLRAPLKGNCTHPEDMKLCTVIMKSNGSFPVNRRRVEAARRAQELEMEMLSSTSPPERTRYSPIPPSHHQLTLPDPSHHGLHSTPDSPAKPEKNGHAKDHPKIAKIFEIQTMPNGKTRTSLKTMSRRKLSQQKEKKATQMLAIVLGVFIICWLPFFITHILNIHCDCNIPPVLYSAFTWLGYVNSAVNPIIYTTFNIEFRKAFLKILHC
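Cells plated with tetracycline inducer and held overnight at 30 C; calcium dye loaded 30–90 min at room temperature; baseline taken, compound added and read 180 s; EC20 dopamine then added and read 180 s.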
Vif-A3F inh = qHTS for Inhibitors of Vif-A3F Interactions: qHTS. HeLa A3F-eYFP + Vif (tagged APOBEC3F with the HIV-1 protein that degrades it), YFP fluorescence increase. Potency, µM (highest dose often 46.1 µM), inactives show at the top dose activity, negative = active. 390,000 tested, 0.2% active; further: potency means the concentration at half of the fitted maximal effect; % of control where 0% means no effect; nearly all actives have a fitted effect of over 65% in size
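HeLa cells stably expressing A3F-eYFP plus Vif, plated and incubated overnight at 37 deg C, then exposed to compounds overnight at 37 deg C. Blocked degradation read as raised yellow fluorescence (Ex 488/Em 500-530).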
Vif-APOBEC3G blk = qHTS for Inhibitors of Vif-A3G Interactions: qHTS. DNA dC->dU-editing enzyme APOBEC-3G (Homo sapiens), Q9HC16. HeLa A3G-eYFP + Vif (tagged APOBEC3G with the HIV-1 protein that degrades it), YFP fluorescence, overnight. Potency, µM (highest dose often 46.1 µM), without a hit: at the highest dose activity, negative = active, hits mostly inhibitors. 410,000 tested, 0.076% active;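 further: potency means the concentration at half of the fitted maximal effect; on the % scale 0 is the no-effect control and ±100 the full control effect; nearly all actives have a fitted effect of over 60% in size; hits raise eYFP signal because A3G escapes Vif-driven loss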
Target sequence (Q9HC16 whole entry, looked up): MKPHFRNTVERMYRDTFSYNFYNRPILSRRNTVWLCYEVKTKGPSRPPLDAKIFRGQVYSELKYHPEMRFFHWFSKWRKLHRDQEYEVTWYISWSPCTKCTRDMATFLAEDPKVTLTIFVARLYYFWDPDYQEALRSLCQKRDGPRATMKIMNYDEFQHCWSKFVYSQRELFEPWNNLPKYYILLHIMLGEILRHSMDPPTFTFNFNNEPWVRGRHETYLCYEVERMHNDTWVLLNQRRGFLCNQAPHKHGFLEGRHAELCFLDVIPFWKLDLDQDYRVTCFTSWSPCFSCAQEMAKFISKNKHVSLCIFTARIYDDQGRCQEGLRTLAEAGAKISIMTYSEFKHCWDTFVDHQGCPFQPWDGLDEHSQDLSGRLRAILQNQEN
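Read-out is eYFP fluorescence (Ex 488/Em 500-530) from Vif-expressing HeLa A3G-eYFP cells; more signal means A3G escaped Vif-mediated degradation. Cells plated overnight, compound pinned in, incubated overnight at 37 deg C.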
The depositor's hits bear a star; u = inconclusive; x = not tested or not shown. Unless noted, the call rests on the fitted dose curve; in most records, active means well fitted curve in the direction sought with a large enough effect; inconclusive means small, poorly fitted or top-dose-only effect, or another doubt; inactive means no such curve, though single readings can be large; an effect the other way counts as inactive or inconclusive.

GRP78 ERSR act,LDHA inh,D1 PAM,D1 ag,RXFP1 ag,D1 antagonist,D2 PAM,Vif-A3F inh,Vif-APOBEC3G blk,mol
-6%,-4,-7,2,-0.2%,-4,x,-11%,6%,CC(NC(=O)C1CCN(S(=O)(=O)c2cccc3nonc23)CC1)c1ccccc1 (centres undefined)
-5%,-9,-2,1,0.3%,-9,-1,-5%,1%,COc1cc(NS(=O)(=O)c2csc(C(N)=O)c2)cc(OC)c1
-1%,0,-2,1,-2.8%,1,15,0%,-1%,COc1cc(C)c(S(=O)(=O)Nc2ccc(CC(=O)O)cc2)cc1C
0%,-8,x,x,x,x,x,4%,-1%,O=C(O)c1ccc(/C=N\Nc2ccccn2)cc1
0%,-3,-10,0,-0.3%,-13,x,9%,3%,O=C(N/N=C/c1coc2ccccc2c1=O)c1cc(Br)c(O)c(Br)c1
1%,-6,-6,2,4.4%,2,1,1%,4%,Cc1ccc(-c2cc3nc(-c4ccccc4)cc(N)n3n2)cc1
-2%,-7,-7,1,-0.1%,-2,-8,2%,-1%,COc1ccccc1C(=O)NCCC(=O)NC1CCCCC1C (centres undefined)
-1%,-2,-4,7,-0.6%,22,-9,7%,1%,COC(=O)C1CCCCN1C(=O)c1ccc(OC2CCN(C(C)=O)CC2)c(OC)c1 (centres undefined)
-3%,-5,-2,1,0.4%,6,-2,-1%,-6%,O=c1c(F)cn(C2CCCO2)c(=O)n1Cc1c(Cl)cccc1Cl (centres undefined)
0%,-5,-9,2,-1.0%,-91*,10,3%,1%,CC(C)c1ccc(NC(=O)COc2ccccn2)cc1
-4%,-5,-9,8,0.9%,1,-10,6%,1%,Cc1c(C(=O)NCCN(C)C)oc2ccc(S(=O)(=O)N3CCCC3)cc12
x,-14,-2,15,0.4%,-14,7,x,x,COc1ccc(C2=NC(C)(C)N(CC(=O)Nc3ccc(F)c(F)c3)C2=O)cc1
-4%,1,x,x,x,x,x,1%,0%,CN(CC(=O)Nc1ccc(F)c(F)c1F)C(=O)C1CCCN1C(=O)c1cccs1 (centres undefined)
5%,-3,0,2,-0.2%,-1,2,-8%,2%,CC(C)(C)C(=O)Nc1nc2c(c(=O)[nH]1)CCCC2
-1%,2,-2,6,12%,-3,-28,0%,1%,COc1ccc(N2CCN(c3cc(C)nc4nncn34)CC2)cc1
3%,2,4,3,3.8%,-3,-1,6%,1%,COc1ccc(OCc2nn3c(-c4ccccn4)nnc3s2)cc1
-3%,-3,-3,0,4.7%,5,-21,11%,-2%,COc1ccc(C/C(C)=N/Nc2nc(C)cc(=O)[nH]2)cc1
-5%,-2,-9,0,-1.0%,-11,-5,-4%,-4%,CCOc1ccc(S(=O)(=O)NCCC(=O)N(C)Cc2ccc(C)o2)cc1
-2%,-4,-4,4,0.7%,x,8,2%,-1%,O=C(Nc1ccc(F)cc1)Nc1nnc(SCC(=O)N2CCCCC2)s1
1%,-1,1,2,-2.7%,-18,-21,2%,3%,COc1ccc(CCNC(=O)c2cc(-c3cc(C)cc(C)c3O)n[nH]2)cc1OC
0%,-4,-4,5,1.0%,-1,x,-8%,1%,CCn1cnc2sc(C(=O)Oc3ccc(Br)cc3)c(C)c2c1=O
2%,0,0,18,-0.9%,2,-5,2%,1%,Cc1c(C(=O)N(Cc2ccco2)Cc2ccccc2Cl)oc2ccc(F)cc12
-4%,0,-8,2,1.3%,-19,1,-9%,-1%,O=C(COC(=O)COc1ccccc1)NCc1ccco1
-2%,2,0,2,1.8%,0,0,1%,0%,O=C(Cc1ccc(Cl)cc1Cl)NCC1(N2CCOCC2)CCCCC1
2%,-1,0,1,-2.9%,12,-6,7%,0%,Cc1cc(C)c2c(=O)n(-c3ccccc3)[nH]c2n1
2%,8,1,0,4.4%,7,0,7%,1%,CSc1nc(N(C)CCO)c2sc3nc(-c4ccco4)c4c(c3c2n1)CCC4
1%,-4,-10,4,-0.7%,-40*,9,-1%,-1%,CCOc1cc(/C=N/NC(=O)c2ccncc2)ccc1OC(=O)c1ccccc1
-1%,-7,1,0,1.1%,-1,1,-1%,3%,COc1cccc(C(=O)NCC(=O)OCC(=O)Nc2cc(OC)c([N+](=O)[O-])cc2C)c1
0%,-1,-10,-2,0.9%,-12,-21,3%,-4%,CSCc1ccc(C(=O)Nc2cc(C)cc(C)c2)cc1
-4%,-9,3,1,0.6%,-30*,1,-11%,0%,CCOc1ccc(C(C(=O)NC2CCCC2)N(CCCO)C(=O)c2ccc(-c3ccccc3)[nH]2)cc1 (centres undefined)
-2%,-1,0,3,1.9%,-9,-1,-2%,3%,COc1ccc2c(c1)nc(CN1CCN(CCO)CC1)n2C
-4%,-1,x,x,x,x,x,7%,-1%,C[C@H]1CN([C@@H](C)CO)S(=O)(=O)c2ccc(C#CC3CC3)cc2O[C@H]1CN(C)C(=O)c1cccnc1
3%,0,-2,5,2.0%,1,1,1%,-11%,CCc1ccccc1NC(=O)NNC(=O)CCc1ccc(OC)cc1
-5%,-5,-2,1,2.7%,-6,5,2%,0%,COCCCNC(=O)Cn1c(=O)n(Cc2ccc(F)cc2)c(=O)c2sccc21
-1%,-1,-3,3,3.5%,3,8,1%,1%,O=C(CCc1ccccc1)NNC(=S)NCc1ccc(Cl)cc1
1%,3,-6,1,1.8%,-1,-21,2%,2%,CN1CCC(=NNC(=O)c2ccco2)CC1
9%,-5,-4,0,2.3%,-18,0,-4%,1%,CCN1CCN(c2nc3sc4c(c3c3ncnn23)CC(C)CC4)CC1 (centres undefined)
-3%,1,-8,25,5.4%,7,0,1%,8%,Cc1ccc(-c2nc(P(=O)(c3ccccc3)c3ccccc3)c(N3CCOCC3)o2)cc1
0%,-7,0,3,0.9%,-14,1,u,-3%,NS(=O)(=O)c1ccc(-c2ccc(/C=N/NC(=O)c3ccc([N+](=O)[O-])cc3)o2)cc1
-3%,-4,0,2,10%,5,x,-3%,-4%,CCN1CCN(C(c2ccc(OC)cc2)c2c(O)cc(C)n(Cc3ccco3)c2=O)CC1 (centres undefined)

For convenience, part of the list above.
GRP78 ERSR act,LDHA inh,D1 PAM,D1 ag,RXFP1 ag,D1 antagonist,D2 PAM,Vif-A3F inh,Vif-APOBEC3G blk,mol
9%,-5,-4,0,2.3%,-18,0,-4%,1%,CCN1CCN(c2nc3sc4c(c3c3ncnn23)CC(C)CC4)CC1 (centres undefined)
-3%,1,-8,25,5.4%,7,0,1%,8%,Cc1ccc(-c2nc(P(=O)(c3ccccc3)c3ccccc3)c(N3CCOCC3)o2)cc1
0%,-7,0,3,0.9%,-14,1,u,-3%,NS(=O)(=O)c1ccc(-c2ccc(/C=N/NC(=O)c3ccc([N+](=O)[O-])cc3)o2)cc1
-3%,-4,0,2,10%,5,x,-3%,-4%,CCN1CCN(C(c2ccc(OC)cc2)c2c(O)cc(C)n(Cc3ccco3)c2=O)CC1 (centres undefined)

(further entries)
GRP78 ERSR act,LDHA inh,D1 PAM,D1 ag,RXFP1 ag,D1 antagonist,D2 PAM,Vif-A3F inh,Vif-APOBEC3G blk,mol
-4%,1,-1,-2,3.5%,x,14,1%,2%,COC(=O)c1ccccc1NC(=O)C1(c2cccs2)CCOCC1
-3%,-2,-10,0,-0.1%,17,-12,6%,2%,Cc1ccccc1OCC(=O)OCC(=O)Nc1ccc(Cl)cn1
-3%,-4,1,3,2.2%,14,6,-1%,-4%,CC1CCN(c2ncccc2C(=O)O)CC1
0%,-2,0,1,1.0%,7,-7,-3%,-5%,COc1cc(NC(=O)c2cc3nc(-c4ccccc4)cc(-c4ccccc4)n3n2)c(OC)cc1Cl
-4%,0,1,0,16µM*,24,5,-8%,0%,COC(=O)c1cc(Br)c(=O)n(-c2nccs2)c1
-4%,1,-1,7,2.1%,33,0,-15%,-1%,O=C(NCCCO)C(=O)NCC1OCCCN1S(=O)(=O)c1cccs1 (centres undefined)
x,-2,1,2,5.6%,7,12,x,x,CCCCN(CC)C(=O)c1nn(-c2ccc(OC)cc2)c(=O)c2c1c1ccccc1n2C
0%,-7,-9,2,-0.3%,8,-4,1%,3%,O=C(Nc1ccccc1N1CCN(C(=O)c2ccc(Cl)cc2)CC1)c1cccc(F)c1
-1%,-2,-6,1,1.0%,6,-4,-13%,-1%,CCSc1nnc(NC(=O)CN2C(=O)C3CC=CCC3C2=O)s1 (centres undefined)
1%,-3,-8,3,1.9%,0,0,0%,1%,CN(C)C1=NC[C@H](Cc2ccccc2)N1CCc1ccc(F)cc1
-3%,-3,16,2,0.0%,-9,10,3%,-7%,Cc1cc(C(=O)N(C)CC(=O)Nc2ccc(F)c(F)c2F)no1

Compound activity from PubChem BioAssay.

Only part of the results is shown; count on the stated rates, not on these rows.
